Source: PubChem BioAssay
M4 PAM – potentiates acetylcholine response at human M4 receptor. P08173. CHO-K1 hM4/Gqi5, Fluo-8 calcium fluorescence, ACh EC20; 0% = ACh EC20, 100% = maximal ACh. activation, % at 3 µM. 360,000 tested, 0.4% active;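 active = activation above its plate's cutoff, the mean activation of sample wells plus 3 SD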; also: some results filed as inactive read as strong as hits
M5 antag – antagonists of human muscarinic M5 receptor (CHRM5); inhibition, % at 3 µM; CHO-hM5 cells, Fluo-8 calcium fluorescence, ACh EC80; P08912; 360,000 tested, 0.59% active;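 active = inhibition above a per-plate cutoff, the mean of that plate's test compounds plus 3 SD, cut at about 27% in these data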;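 also: 0% = acetylcholine EC80 with DMSO and 100% = DMSO without agonist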
Target sequence (P08912 whole entry, looked up): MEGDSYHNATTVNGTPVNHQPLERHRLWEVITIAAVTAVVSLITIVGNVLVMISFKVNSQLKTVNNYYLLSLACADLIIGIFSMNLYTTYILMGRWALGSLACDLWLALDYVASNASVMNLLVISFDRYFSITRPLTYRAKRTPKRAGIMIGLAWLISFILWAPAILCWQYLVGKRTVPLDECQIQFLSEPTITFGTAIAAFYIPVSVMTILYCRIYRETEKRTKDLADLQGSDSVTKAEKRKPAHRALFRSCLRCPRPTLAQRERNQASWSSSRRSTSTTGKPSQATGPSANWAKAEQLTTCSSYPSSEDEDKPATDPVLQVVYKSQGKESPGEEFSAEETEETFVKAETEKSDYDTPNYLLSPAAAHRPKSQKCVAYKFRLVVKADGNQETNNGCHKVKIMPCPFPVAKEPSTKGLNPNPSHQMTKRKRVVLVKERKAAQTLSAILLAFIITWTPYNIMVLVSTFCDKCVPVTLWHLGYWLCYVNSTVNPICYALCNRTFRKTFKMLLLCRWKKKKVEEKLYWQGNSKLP
M4 antag – blocks acetylcholine activation of human M4 receptor; P08173; CHO-hM4 cells, ACh EC80, Fluo-8 calcium fluorescence; inhibition, % at 3 µM; 360,000 tested, 0.73% active;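 active = inhibition above its plate's cutoff, the mean inhibition of sample wells plus 3 SD, cut at about 27% in these data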;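 also: 0% = acetylcholine EC80 with DMSO and 100% = DMSO without agonist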
M1 PAM – positive allosteric modulators of human M1 muscarinic receptor; P11229; CHO-K1 hM1, Fluo-8 calcium fluorescence, ACh EC20; 0% = ACh EC20, 100% = maximal ACh; activation, % at 3 µM; 360,000 tested, 0.088% active; in the data active = activation above about 19%, passing the limit was not always enough
Target sequence (P11229 whole entry, looked up): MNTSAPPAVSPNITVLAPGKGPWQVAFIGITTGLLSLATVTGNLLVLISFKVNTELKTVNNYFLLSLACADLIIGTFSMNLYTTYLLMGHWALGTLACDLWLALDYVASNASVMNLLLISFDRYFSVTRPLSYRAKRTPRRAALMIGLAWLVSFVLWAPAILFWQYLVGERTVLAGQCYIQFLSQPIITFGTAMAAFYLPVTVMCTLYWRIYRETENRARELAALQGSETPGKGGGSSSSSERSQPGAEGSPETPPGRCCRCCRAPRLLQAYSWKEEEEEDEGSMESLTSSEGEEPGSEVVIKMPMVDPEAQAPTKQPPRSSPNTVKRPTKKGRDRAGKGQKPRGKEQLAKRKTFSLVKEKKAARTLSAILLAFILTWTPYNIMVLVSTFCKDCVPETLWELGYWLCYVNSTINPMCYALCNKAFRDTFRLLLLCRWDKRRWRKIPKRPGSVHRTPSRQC
CHRM5 PAM – positive allosteric modulators of human muscarinic M5 receptor; activation, % at 3 µM; AID 624038; CHO-K1 hM5, Fluo-8 calcium, ACh EC20 PAM; 0% = ACh EC20, 100% = ACh EC100; P08912; 360,000 tested, 0.3% active;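 active = activation above the run cutoff, the mean activation of all test compounds plus 3 SD, cut at about 18% in these data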
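Probe or stimulus: acetylcholine, EC20 level; Assay system: human M5 receptor in CHO-K1 cells; Schedule: compound preincubation 140 s before EC20 acetylcholine addition; Technique: intracellular calcium via Fluo-8 fluorescence; Dosing: single-point, 3 µM nominal; Read-out basis: percent activation from peak-over-basal fluorescence ratio, scaled EC20-to-EC100 acetylcholine; Repeats: one well per compound, no replicates.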
M1 antag – blocks human M1 muscarinic receptor; P11229; inhibition, % at 3 µM; CHO-K1 hM1, Fluo-8 calcium fluorescence, ACh EC80 antagonist; 360,000 tested, 1.3% active;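 active = percent inhibition above its own plate's cutoff, namely the mean of that plate's compound wells plus 3 SD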;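 also: peak over basal fluorescence ratio during 140 s after agonist addition; 0% = ACh EC80 plus DMSO and 100% = DMSO alone without agonist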
CHRM4 agonist – agonists of human muscarinic M4 receptor (CHRM4). CHO-K1 hM4/Gqi5, Fluo-8 calcium fluorescence; vehicle 0%, full acetylcholine response 100%. 360,000 tested, 0.14% active. activation, % at 3 µM. P08173;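 active = activation above the run mean over all test wells plus 3 SD, cut at about 32% in these data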;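 also: peak over basal fluorescence ratio per well then scaled between controls; 0% = DMSO wells and 100% = acetylcholine at EC100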
M5 ag – agonists of human muscarinic M5 receptor (CHRM5); 360,000 tested, 0.19% active; P08912; AID 624037; CHO-K1 hM5 cells, Fluo-8 calcium fluorescence; 0% DMSO wells, 100% maximal acetylcholine response; activation, % at 3 µM;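 active = activation above the run's mean over test compounds plus 3 SD, cut at about 23% in these data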;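 also: signal is peak over basal fluorescence ratio across the kinetic read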
CRFBP-R2 agonist – agonists of human CRF-binding protein/CRF-R2 receptor complex. AID 588473. 350,000 tested, 0.46% active. activation, % at 13.2 µM. HEK293 CRF-R2/CRF-BP, calcium dye fluorescence (FLIPR); percent of saturating CRF peptide response;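 active = activation of at least 50%, plus an integration ratio under a set limit after plate pattern correction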;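 also: plate controls were neutral control wells without compound for no effect and CRF at EC100 for full effect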
* marks the source's active call; other numbers are inactive results; · = not tested or not shown.

The opening four compounds as a preview:
SMILES	M4 PAM	M5 antag	M4 antag	M1 PAM	CHRM5 PAM	M1 antag	CHRM4 agonist	M5 ag	CRFBP-R2 agonist
O=C(Cc1ccccc1)NCC(=O)Nc1ccc(OC(F)(F)F)cc1	8.6	-1.0	-23.4	13.0	-0.7	-10.9	1.6	-3.2	-4.4
COCCn1c(/C=C/c2ccccc2)nc2ccccc21	7.2	-8.1	-14.2	-0.6	2.6	3.1	2.9	-6.9	-4.7
CCOC(=O)CCNC(=O)c1ccccc1Br	5.3	-2.7	-2.8	9.2	-2.4	-9.1	-0.1	-1.1	0.9
COCCN(C(=O)COC(=O)c1cccnc1Cl)c1c(N)n(Cc2ccccc2)c(=O)[nH]c1=O	2.6	-7.0	0.9	3.4	1.2	-7.5	3.2	2.0	4.3

Results, from the start:
SMILES	M4 PAM	M5 antag	M4 antag	M1 PAM	CHRM5 PAM	M1 antag	CHRM4 agonist	M5 ag	CRFBP-R2 agonist
O=C(Cc1ccccc1)NCC(=O)Nc1ccc(OC(F)(F)F)cc1	8.6	-1.0	-23.4	13.0	-0.7	-10.9	1.6	-3.2	-4.4
COCCn1c(/C=C/c2ccccc2)nc2ccccc21	7.2	-8.1	-14.2	-0.6	2.6	3.1	2.9	-6.9	-4.7
CCOC(=O)CCNC(=O)c1ccccc1Br	5.3	-2.7	-2.8	9.2	-2.4	-9.1	-0.1	-1.1	0.9
COCCN(C(=O)COC(=O)c1cccnc1Cl)c1c(N)n(Cc2ccccc2)c(=O)[nH]c1=O	2.6	-7.0	0.9	3.4	1.2	-7.5	3.2	2.0	4.3
CCc1ccc2[nH]c(=O)c(CN(Cc3ccc(OC)cc3)Cc3nnnn3CCOC)cc2c1	-1.8	-2.9	-4.9	7.5	0.8	-12.4	1.5	-2.7	-1.4
CCN1CCOC(CC(=O)Nc2cccc([N+](=O)[O-])c2)C1=O (stereo unspecified)	-1.1	-4.0	1.2	-0.3	0.6	-3.6	0.4	0.2	-0.1
O=C(NCC1CCCO1)c1cc(-c2ccccc2)nc2ccccc12 (stereo unspecified)	-19.3	7.2	4.9	-5.2	-8.7	13.1	4.0	1.6	-1.1
O=C1CN(C(=O)COc2c(F)c(F)cc(F)c2F)c2ccccc2N1	3.3	-3.2	-1.0	7.1	2.1	-13.5	0.9	-1.7	0.1
COc1ccc(N(Cc2cc3ccc(C)cc3[nH]c2=O)C(=O)C2CCCO2)cc1 (stereo unspecified)	10.6	1.0	-1.9	8.4	7.3	-9.9	0.8	1.5	-2.1
COc1ccccc1CN1CC(C(=O)N(C)CCCn2nc(C)cc2C)CCC1=O (stereo unspecified)	-0.6	-10.4	-11.7	6.9	1.5	-11.7	0.1	-2.3	0.5
COc1ccc(-n2c(NC(=O)c3ccco3)c(C#N)c3nc4ccccc4nc32)cc1	-1.3	-3.3	-6.0	15.0	0.6	-5.3	2.2	-0.4	11.9
Cc1cc(Br)ccc1NC(=O)CNC(=O)CN1C(=O)NC2(CCCCCC2)C1=O	-0.7	6.8	-0.6	7.0	-3.2	-2.8	2.3	1.2	29.9
Cc1oc2cc3oc(=O)c(CCC(=O)NCc4ccccn4)c(C)c3cc2c1C	8.8	2.4	-8.7	2.8	-0.4	-10.2	1.1	1.8	-1.2
COc1ccc2nc(SCC(=O)NC3CCCc4ccccc43)[nH]c2c1 (stereo unspecified)	1.6	10.2	-2.7	4.2	-8.6	-5.1	3.7	-1.5	-0.7
CSCCC(NS(=O)(=O)c1ccc2c(c1)OCCO2)C(=O)NCCc1ccccn1 (stereo unspecified)	0.5	0.2	4.8	5.6	3.0	-0.8	0.3	-7.3	0.0
O=C(Nc1cccc(F)c1)N1CCCCCC1	11.1	6.0	-6.0	5.2	0.6	-7.8	1.6	-4.1	-0.3
CCC(C)(C)NC(=O)C(c1ccccc1Cl)N(Cc1cccnc1)C(=O)CCC(=O)Nc1cc(C)on1 (stereo unspecified)	-5.6	8.1	2.4	12.5	5.0	-14.7	0.1	-1.9	0.7
NNC(=S)NCc1ccc2c(c1)OCO2	12.5	-6.1	3.2	13.7	1.7	-8.5	-0.2	-5.9	5.2
CSc1nc2cc(Oc3cccc(Cl)c3Cl)c(Cl)cc2[nH]1	-7.7	3.9	-10.4	-0.1	-11.5	-21.7	3.4	-0.2	-0.8
O=C(NCc1ccccc1)c1ccc(Br)cc1	1.0	-6.4	-9.4	-9.6	-2.9	7.0	-0.3	-5.3	-4.8
O=C(CCN1CCN(CCO)CC1)Nc1cccc(Br)c1	0.3	6.8	-12.0	12.1	4.2	-10.2	0.6	-3.4	3.4
O=C(CSCc1ccc(Cl)cc1)N/N=C/c1ccc(Cl)cc1Cl	0.6	1.2	6.7	7.6	-5.2	-6.9	0.3	-5.3	-0.8
Cc1ccc(SCC(=O)OCC(=O)NCCCc2ccccc2)cc1	-1.4	0.2	4.9	-3.0	-3.2	5.5	1.2	-0.7	-0.7
CC(Sc1ccccc1)C(=O)N/N=C/c1ccccc1 (stereo unspecified)	-9.0	-3.4	-15.9	-7.0	2.2	12.3	0.4	0.7	-5.6
COc1ccccc1NC(=O)Cn1c(=O)c(N(C)C)c(N)n(C)c1=O	4.6	-5.8	-11.8	6.6	-2.2	-9.7	3.4	-0.4	1.0
O=C(COC(=O)c1cc(-c2cccs2)nn1-c1ccccc1)Nc1ccc(Cl)c([N+](=O)[O-])c1	-5.8	16.6	-1.2	-6.8	-13.1	1.0	5.3	-2.0	-1.6
CCOC(=O)c1ccccc1NC(=O)COC(=O)CN1C(=O)C2CC=CCC2C1=O (stereo unspecified)	-5.7	1.6	3.3	4.1	-0.1	-10.1	2.6	0.3	0.1
Cc1cccnc1C1=NOC(Cc2ccccc2)C(=O)N1C (stereo unspecified)	-0.3	1.6	3.5	4.5	-1.1	-5.3	0.4	-0.1	·
CCCCCn1c(=NC(C)=O)c(C#N)cc2c(=O)n3ccccc3nc21	8.0	1.8	-8.1	11.2	0.0	-15.3	-0.9	-1.4	3.9
CCOc1ccccc1NC(=O)c1ccc(-n2cncn2)nc1	10.1	-1.6	-9.7	23.3	3.6	-21.3	1.5	-2.9	-2.9
C=CCSC1=C(C#N)C(c2ccccc2Cl)CC(=O)N1 (stereo unspecified)	0.3	-6.2	3.1	7.6	-0.4	-6.3	0.4	-1.4	-2.0
CCn1c2ccccc2c2nnc(SCC(=O)NCc3cccs3)nc21	-2.0	-5.2	-11.1	7.9	6.0	-9.2	3.7	-6.3	-3.1
COc1ccccc1NS(=O)(=O)c1cc(NC(=O)CNC(=O)c2cc(C)cc(C)c2)ccc1C	-8.5	2.0	-0.1	0.9	-1.5	1.6	4.7	-0.7	-0.8
CN1c2ccccc2Oc2nnc(N3CCN(Cc4ccccc4)CC3)cc21	-9.1	1.4	2.8	-1.4	-4.0	-1.2	4.1	-5.9	0.6
S=C(NCCc1ccc(Cl)cc1)NC1CCCCC1	-7.2	11.1	1.8	-12.3	-13.2	12.0	9.9	-1.7	3.5
CCC(C)NC(=O)CN(c1cc(C)ccc1OC)S(C)(=O)=O (stereo unspecified)	9.1	-1.9	1.1	-3.2	0.2	1.4	0.5	1.4	0.1
COc1ccc(N=c2oc3c(OC)cccc3cc2C(=O)NCc2ccco2)c(OC)c1	4.4	2.2	-9.9	5.4	-4.2	-3.9	2.6	-0.3	0.4
O=C(Nc1ccc2c(c1)CCC2)c1cccc(S(=O)(=O)N2CCN(c3ccc(F)cc3)CC2)c1	-5.3	-0.9	-9.3	1.2	-7.2	-5.2	0.1	-3.2	-0.8
CC(=O)c1cccc(NS(=O)(=O)c2c(C)noc2C)c1	-0.6	6.8	-3.2	4.5	0.9	-21.3	0.3	-4.7	4.5
COC(=O)C[C@H]1C[C@@H]2c3cc(NC(=O)Nc4ccccc4)ccc3O[C@@H]2[C@@H](CO)O1	-2.7	0.8	-3.3	-14.9	3.3	19.1	5.0	0.6	-1.0
CCCn1c(N)c(N(CCOC)C(=O)c2ccc(Cl)c([N+](=O)[O-])c2)c(=O)[nH]c1=O	11.9	13.4	-18.2	4.5	-5.0	-5.2	0.9	-2.8	-0.3
CC(C)(C)c1ccc(S(=O)(=O)NNC(=O)c2cc3ccccc3[nH]2)cc1	-2.9	11.3	0.5	9.0	-0.8	-23.9	-0.7	-2.5	-1.4
Cc1ccnc2nc(C(=O)OCC(=O)N3CC(C)CC(C)C3)nn12 (stereo unspecified)	-0.8	9.4	-3.5	2.1	-2.5	-4.9	1.0	2.7	-1.8
CCOc1ccc(Oc2ccccc2NC(=O)CCc2nc3ccccc3c(=O)[nH]2)cc1	-5.2	6.4	2.1	-10.2	-6.1	-0.2	6.8	-1.2	-1.8
Fc1cccc(Cl)c1CNCc1cccnc1	3.7	-3.1	0.0	9.9	3.3	-14.6	0.4	0.4	-0.7
Cc1ccc(NC(=S)N(CCCN(C)C)Cc2cc3cc4c(cc3[nH]c2=O)OCO4)cc1	11.1	3.1	-13.2	11.4	0.7	1.1	0.7	-2.6	-0.2
COc1ccc(/C=N/NC(=O)CSc2nnc(C)n2-c2ccccc2)c(OC)c1OC	3.5	-5.5	-1.7	0.6	-1.3	-12.7	3.1	-1.2	0.1
O=C(NCc1ccco1)c1ccc2ccccc2n1	-1.8	-4.3	-2.7	7.4	-1.7	2.2	0.3	-2.8	-3.0
CC(Oc1ccc2c(c1)oc(=O)c1ccccc12)C(=O)NC(Cc1c[nH]c2ccc(O)cc12)C(=O)O (stereo unspecified)	-3.2	6.3	-3.2	11.5	-3.7	-12.5	0.4	1.9	0.5
O=C1CC(c2ccccc2)CC2=C1C(c1ccccn1)Nc1ccccc1N2 (stereo unspecified)	-8.4	-0.3	4.7	-4.2	1.0	0.5	-0.5	0.9	-0.1
CCOC(=O)n1c(=O)n(Cc2cccc(F)c2)c2ccccc21	1.5	0.9	2.7	20.0	-5.9	-16.2	-1.4	-7.3	-1.0
Cc1cc(C)nc(SCC(=O)OCC(=O)N(C)c2c(N)n(Cc3ccccc3)c(=O)[nH]c2=O)n1	2.1	-4.8	3.3	3.1	3.7	-5.8	0.4	3.2	0.1
COc1cccc(NC2=NCCCCC2)c1	-4.8	-3.0	-2.6	6.5	6.0	-9.2	0.7	-6.8	-1.2
Cc1cc(NC(=O)CSc2nnc(-c3ccccc3)o2)no1	1.2	7.3	-0.9	2.9	-10.1	-3.9	2.4	2.1	-0.9
CC1Sc2ccc(S(=O)(=O)N3CCC(C(=O)Nc4cccc(Cl)c4)CC3)cc2NC1=O (stereo unspecified)	-9.0	10.1	17.5	-7.8	-11.6	25.2	10.2	0.2	4.1
Cc1ccc(C(=O)OCC(=O)NC2CCCC2)cc1	0.9	5.2	-7.4	8.2	-1.9	-11.6	3.7	-0.8	2.0
CC(=O)c1nn(-c2cccc(Br)c2)cc1C(=O)c1cccc2ccccc12	1.4	3.8	6.0	9.0	-3.3	-4.7	-0.3	0.4	-1.0
Cc1cc(S(=O)(=O)Nc2ccc(C(=O)N3CCN(C(=O)c4ccco4)CC3)cc2)ccc1F	-1.6	3.0	0.9	1.8	-1.4	1.4	4.5	-4.4	-1.3
